Bioassay records: PubChem BioAssay, several laboratories
EBNA-1 inh: blocks EBNA-1 binding to DNA | inhibition, % at 14.8 µM | EBNA-1 DNA binding, fluorescence polarization | 300,000 compounds, 0.34% hits; in the data active = inhibition above about 28%
TPT1 inhibitor: inhibitors of Candida albicans tRNA 2'-phosphotransferase TPT1; recombinant caTPT1, FP RNA substrate dephosphorylation; inhibition, % at 5 µM; 300,000 compounds, 0.81% hits; AID 1962;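 active = inhibition above the mean of all tested compounds plus 3 SD, set per screening campaign, cut at about 24% in these data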;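 note: plate controls were DMSO alone for no effect and ferristatin control at 100 nM for full effect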
ZTA counter: ZTA (EBV) inhibition in EBNA-1 counter-screen; P03206; inhibition, % at 11 µM; AID 2234; 320,000 compounds, 0.15% hits; ZTA-DNA binding, fluorescence polarization; in the data active = inhibition above about 33%
PP5 inh: PP5 (human) phosphatase inhibition. purified PP5c, OMFP substrate fluorescence. inhibition, % at 6.7 µM. 320,000 compounds, 0.18% hits;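 active = inhibition above the campaign's mean inhibition across all tested compounds plus 3 SD, cut at about 9.5% in these data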;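 note: 0% = DMSO only and 100% = 100 µM cantharidin control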
Target sequence (P53041 whole entry, looked up): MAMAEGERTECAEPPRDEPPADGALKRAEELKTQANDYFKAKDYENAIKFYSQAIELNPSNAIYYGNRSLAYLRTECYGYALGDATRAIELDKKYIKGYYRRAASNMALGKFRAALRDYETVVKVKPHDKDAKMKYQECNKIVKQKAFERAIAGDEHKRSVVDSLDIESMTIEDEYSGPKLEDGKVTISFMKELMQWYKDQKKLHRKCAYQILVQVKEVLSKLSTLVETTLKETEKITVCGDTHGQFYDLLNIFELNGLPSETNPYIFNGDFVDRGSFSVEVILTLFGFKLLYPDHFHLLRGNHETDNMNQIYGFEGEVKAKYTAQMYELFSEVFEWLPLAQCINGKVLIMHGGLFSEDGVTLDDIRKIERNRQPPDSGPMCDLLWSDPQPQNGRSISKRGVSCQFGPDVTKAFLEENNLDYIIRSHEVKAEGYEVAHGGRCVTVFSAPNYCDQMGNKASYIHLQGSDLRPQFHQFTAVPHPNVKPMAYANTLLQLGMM
PP1 counter: blocks human PP1-alpha phosphatase, a PP5 counter-screen | purified PP1alpha, OMFP fluorescence | inhibition, % at 6.7 µM | 320,000 compounds, 0.9% hits | P62136;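 active = inhibition above the mean inhibition of all tested compounds plus 3 SD, computed separately for each screening campaign, cut at about 15% in these data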
Fh CTSL1 inh: blocks F. hepatica cathepsin L1 in PFM18AAP counter-screen; inhibition, % at 5.96 µM; AID 1906; recombinant F. hepatica cathepsin L1, Z-Leu-Arg-MCA fluorescence; 300,000 compounds, 0.49% hits;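 active = inhibition above the mean of all tested compounds plus 3 SD, set per screening campaign, cut at about 17% in these data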;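 note: 0% = plate median of test compound wells and 100% = 1 µM Z-Phe-Ala-diazomethylketone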
Yeast superoxide: lowers age-related superoxide in aged yeast cells; S. cerevisiae aged cells, superoxide DHE fluorescence; stronger effect = lower value; superoxide response (% of plate mean), % at 10 µM; 330,000 compounds, 0.18% hits; AID 2690;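 active = superoxide response under a set limit, about three screen SD below normal, cut at about 65% in these data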;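 note: yeast aged for seven days with compound at 30 °C before DHE staining; 100% = average MFI of all compound-treated wells on the plate with controls excluded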
JMJD2C inh: inhibitors of human GASC-1 (JMJD2C) demethylase. Q9H3R0. GST-JMJD2C(1-420) H3K9me3 demethylation, DELFIA europium. inhibition, % at 2.35 µM. 330,000 compounds, 0.069% hits;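 active = more than half of a compound's replicate wells show inhibition beyond 50%, single wells judged on their own value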;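 note: signal counts dimethyl H3K9 product captured on neutravidin plate; 0% = median of DMSO wells and 100% = 0.3 times that DMSO median; strong numbers were not always called active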
Target sequence (Q9H3R0 1-420 limits assumed): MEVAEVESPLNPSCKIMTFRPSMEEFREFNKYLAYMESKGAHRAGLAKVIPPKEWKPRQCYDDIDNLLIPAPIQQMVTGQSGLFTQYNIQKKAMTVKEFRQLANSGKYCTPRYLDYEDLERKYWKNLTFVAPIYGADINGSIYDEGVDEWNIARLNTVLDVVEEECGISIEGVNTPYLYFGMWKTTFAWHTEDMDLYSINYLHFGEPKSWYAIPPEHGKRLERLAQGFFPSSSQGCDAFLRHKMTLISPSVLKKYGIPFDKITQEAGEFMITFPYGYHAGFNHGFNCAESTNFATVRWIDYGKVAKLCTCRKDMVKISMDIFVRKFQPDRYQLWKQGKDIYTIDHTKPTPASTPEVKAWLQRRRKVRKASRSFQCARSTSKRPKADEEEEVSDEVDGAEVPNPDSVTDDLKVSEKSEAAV
HCV core dimer: blocks dimerization of HCV core protein; TR-FRET GST/Flag-core106 dimerization, 1536-well; inhibition, % at 5 µM; 300,000 compounds, 0.33% hits;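 active = inhibition above the mean of all tested compounds plus 3 SD, set per screening campaign, cut at about 45% in these data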
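Assay system: tagged HCV core106 pair (GST and Flag); medium: KF-containing HEPES buffer, pH 7.45, DTT, CHAPS, BSA; also added: Eu donor and XL665 acceptor anti-tag antibodies; dosing: 5 µM single dose; timing: compound-protein-antibody incubation 4 h at 22.5 °C; signal: TR-FRET 671 and 617 nm emission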
* marks the source's active call; other numbers are inactive results; . = not tested or not shown; & = joins results of further samples.

Molecule,EBNA-1 inh,TPT1 inhibitor,ZTA counter,PP5 inh,PP1 counter,Fh CTSL1 inh,Yeast superoxide,JMJD2C inh,HCV core dimer
Cc1ccc(C)c(Cn2c(O)c(N=NC(=S)Nc3ccccc3F)c3ccccc32)c1,-1,-2,-10,-1.3,-4,0,105,-11,5
COc1cc2c(cc1OC)C(C)N(C(=O)Cn1ncc3c1-c1ccccc1OC3)CC2 (stereo not drawn),0,2,5,2.4,-2,1,103,-6,10
O=C(Cc1ccccc1[N+](=O)[O-])NNC(=O)c1cccs1,.,.,-2,1.0,-1,.,112,.,.
CCOC(=O)c1c(NS(=O)(=O)c2ccc(Br)cc2)sc2c1CCC2,5,15,-8,0.1,8,1,99,-12,70*
COc1ccc(CN2CCCC(C(=O)N(C)Cc3ccccc3)C2)cc1OC (stereo not drawn),-7,-2,-4,2.2,-3,-3,100,5,-7
N/C(Cc1cccc2ccccc12)=N\O,5,-1,2,2.0,-2,0,75,3,-4
Cc1cc(-n2c(=O)c(C#N)cc3c(=O)n4ccccc4nc32)no1,-15,-9,-3,3.4,-3,6,104,-6,20
CC(C)N1CC(C(=O)Nc2ccc(S(=O)(=O)N3CCCCC3)cc2)CC1=O (stereo not drawn),6,-2,10,-1.6,-1,-3,90,5,6
COC(=O)c1ccc2[nH]ccc2c1,8,0,1,-1.0,-2,2,90,-5,-14
COc1ccc(C)cc1NC(=O)CSc1nc(SC)ns1,-6,4,-1,3.4,2,-1,101,-7,10
N#Cc1c(N)sc2c1CCN(CCc1ccccc1)C2,-14,75*,6,-0.2,5,2,110,-2,11
CCC1CCCCN1S(=O)(=O)c1ccc(NC(=O)c2snnc2C)cc1 (stereo not drawn),-5,-1,-17,3.8,1,-12,109,-13,-5
CCN(CC(=O)Nc1cc(Cl)ccc1C)C(=O)C1COc2ccccc2O1 (stereo not drawn),.,.,-8,0.3,0,.,109,10,.
Cc1ccc(S(=O)(=O)NCc2cc(=O)n(C)c(=O)n2C)cc1C,-4,-1,-19,-3.0,-2,-3,92,-41,-1
Cc1cc(Cl)c(OCCCn2ccnc2)c(Br)c1,-6,-3,9,3.6,-3,-5,106,-4,-5
CC(=O)NCC(=O)OC(C)C(=O)Nc1ccc(C(C)=O)cc1 (stereo not drawn),10,-3,20,0.5,-3,-15,95,1,-2
CC1CC(C)(C)NC(=S)N1CCCC(=O)Nc1ccc(Cl)cc1 (stereo not drawn),-10,-1,0,3.6,-2,-4,96,-7,-2
CCOc1cc(CNCC2CCCN2CC)cc(Cl)c1OC (stereo not drawn),-13,2,-10,4.4,-2,4,101,3,-1
C=CCNC(=S)Nc1ccc(F)cc1F,7,2,-1,3.0,1,2,108,12,4
O=C(CN1CCN(S(=O)(=O)c2ccc(Cl)c(Cl)c2)CC1)N1CCCC1,.,.,-20,-0.8,-1,.,82,3,.
N#Cc1ccc(NC(=S)Nc2ccccc2)cc1,1,0,3,0.5,-4,6,95,-2,-17
O=[N+]([O-])c1cc(/C=N/OCc2c(Cl)cccc2Cl)ccc1N1CCOCC1,2,2,16,2.3,-1,1,96,-5,0
O=c1sc2ccccc2n1CCOc1ccccc1,0,0,-5,-0.2,-4,0,91,16,1
COc1ccc(C(c2nnnn2C2CCCC2)N2CCN(C3CCCC3)CC2)cc1OC (stereo not drawn),5,-3,4,0.6,-3,-1,101,5&-3,-3
Cc1scc(C(=O)NNC(=S)NCC2CCCO2)c1-c1ccccc1 (stereo not drawn),4,1,-2,-1.6,-3,4,103,15,4
COc1ccc(Nc2nc(-c3sc(N)nc3C)cs2)cc1,-11,9,-15,2.5,-3,3,108,4,2
CC(C)(C)NC(=O)NC(=O)CSc1nnc(COc2ccccc2Cl)o1,-7,-3,-3,3.1,-6,-1,106,-4,8
COc1ccc(N2CCN(Cc3nc4c(c(=O)[nH]c(=O)n4C)n3Cc3cccc(Cl)c3)CC2)cc1,0,1,6,-0.5,1,2,97,2&8,17
COC(=O)c1sc2nc(C)nc(SCC(=O)N3CCC(C(=O)O)CC3)c2c1C,-4,1,8,-0.5,-5,6,104,-4,2
Cc1csc(NC(=O)c2ccc3c(=O)n4c(nc3c2)CCCCC4)n1,2,3,-3,3.0,-1,2,86,12,-2
Cc1cc(C)n2nc(CC(=O)NC3CCCCCCC3)nc2n1,1,-2,-4,-2.1,-2,1,97,3,-1
Cn1c2ccccc2c(=O)c2c(=O)n(C3CCCCC3)c(-c3ccco3)nc21,-5,5,6,0.6,5,6,94,-9,8
CCOC(=O)c1cc2oc(C)cc2n1CC(=O)OC1CCCCC1,8,1,7,1.4,8,5,112,-12,0
COc1ccc(C(=O)NNC(=O)CSc2nnc(C(C)C)n2C)cc1,0,0,14,1.0,1,-2,120,22,7
Cc1ccc2nc(Cl)c(C3CC(c4ccco4)=NN3S(C)(=O)=O)cc2c1 (stereo not drawn),4,0,8,0.5,-2,2,107,7,6
COc1ccc(N(CC(=O)N2CCCCCC2)S(=O)(=O)c2ccc(OC)c(OC)c2)cc1,8,2,7,1.7,0,-3,116,10,10
Cc1cc(=O)n2nc(N3CCC(C(=O)N4CCN(Cc5ccccc5)CC4)CC3)sc2n1,-11,2,-8,4.2,-3,0,119,-7&3,-4
CC(C)COP(=O)(c1ccc(N(C)C)cc1)C(O)c1ccc(Br)cc1 (stereo not drawn),4,1,-1,3.9,0,2,91,6,3
Cc1ccc(S(=O)(=O)Cn2nnnc2CN2CCN(Cc3ccc4c(c3)OCO4)CC2)cc1,-5,2,-10,0.4,-9,8,94,-6&-15,-10
COc1ccc(CC(=O)Nc2sc3c(c2C#N)CC(C)(C)NC3(C)C)cc1OC,-14,1,-1,4.1,-6,0,106,-4,4
CCC1(C)Cc2c(C#N)c(N)n(N)c(=S)c2CO1 (stereo not drawn),0,-1,0,-1.8,-1,3,109,-20,2
OCCCNc1nccc(-c2cc(Nc3cccc(Cl)c3)ncn2)n1,9,-1,7,3.2,3,4,99,-1,3
COC(CNC(=O)c1cc(-c2ccncc2)nc2ccc(S(=O)(=O)N3CCOCC3)cc12)OC,-11,0,-3,1.8,0,0,116,7,2
OC(CNCc1ccc(Cl)cc1)(c1ccccc1)c1ccc(F)cc1 (stereo not drawn),-7,-5,10,1.4,-1,3,97,-6,1
c1ccc2c3c(c(CN4CCCCC4)cc2c1)COC3,-3,3,-12,1.3,1,2,103,2,1
CCN(CC)S(=O)(=O)c1cccc(NC(=O)COC(=O)CCC(=O)c2ccc(F)cc2)c1,-3,0,-9,2.6,1,-31,91,-8,-3
Cc1cc(C)n(CC(=O)c2cccc(N)c2)n1,4,-2,1,0.5,-5,-2,102,-5,-3
Nc1nc2ccccc2cc1S(=O)(=O)c1ccccc1,-6,2,-19,0.7,1,-2,90,2,-1
Cc1cc(Oc2ccc(C)c(Cl)c2)nc(SCC(=O)c2ccccc2)n1,4,-1,-12,1.8,7,2,72,-1,3
CC1CCCC(NC(=O)COC(=O)CSc2ccc3ccccc3c2)C1C (stereo not drawn),-1,4,7,4.8,5,-5,93,0,-1
COc1cccc(NC(=O)C(=S)NC2CCCCC2)c1,-12,-3,-1,1.7,1,-9,100,-28,-1
Cc1ccc(-c2csc3nc(-c4ccncc4)[nH]c(=O)c23)cc1,-6,2,-4,-1.9,-3,0,87,5,2
CC(=O)Nc1nonc1-c1nc2ccccc2n1CC1CC1,-7,1,-3,2.3,-1,-1,112,-5,7
COc1ccc(S(=O)(=O)NC(CC(=O)O)c2ccco2)cc1 (stereo not drawn),1,-2,0,-4.0,2,-1,96,-4,1
Cc1ccc(C)c(NC(=S)N=Nc2c(O)n(C)c3ccc(S(=O)(=O)N4CCOCC4)cc23)c1,-3,-1,-3,-0.4,2,1,104,0,27
Cc1cc(N2C(=O)C(O)=C(C(=O)c3cc4ccccc4o3)C2c2ccc(Br)cc2)no1 (stereo not drawn),7,18,-8,1.8,26*,2,133,-1,-6
COc1ccc(S(=O)(=O)N2CCCCC2)cc1NS(=O)(=O)c1ccccc1F,-5,1,4,-0.1,-3,0,88,-1,3
Cc1ccc(S(=O)(=O)NC2(C(F)(F)F)NC(=O)N(c3ccccc3F)C2=O)cc1 (stereo not drawn),6,-2,9,0.1,-3,5,111,-10,7
NC(=O)CC(NC(=O)Cc1cccc2ccccc12)c1ccc(NCCOc2ccccc2)c([N+](=O)[O-])c1 (stereo not drawn),5,9,-12,-2.7,23*,-1,114,-19,7
Cc1ccc(CSCC(=O)N2CCN(c3ccc(F)cc3)CC2)cc1,8,3,8,2.4,2,4,139,-1,4

Other entries:
Molecule,EBNA-1 inh,TPT1 inhibitor,ZTA counter,PP5 inh,PP1 counter,Fh CTSL1 inh,Yeast superoxide,JMJD2C inh,HCV core dimer
Cc1ccc(-c2nc(SC(C)C(=O)N3CCCC3)n[nH]2)cc1 (stereo not drawn),-8,1,-13,-1.7,-3,0,108,5,-3
Cc1ccc(C(=O)Cn2nc(C(=O)O)c3ccccc3c2=O)cc1C,-10,-2,-7,2.4,-4,-2,96,8,0
COc1cc(NC2c3ccccc3C(=O)N2Cc2ccccc2Cl)cc(OC)c1OC (stereo not drawn),-5,1,-6,-0.1,-5,0,109,66,-1
CCS(=O)(=O)N1CCN(S(=O)(=O)c2ccc3ccccc3c2)CC1,2,2,-4,2.0,-3,-1,92,-4,-4
CCOC(=O)CSC(C)C(=O)Nc1nnc(C(C)C)s1 (stereo not drawn),1,-2,15,-2.6,0,-4,94,8,-3
CCCCCCCCCC(=O)N[C@H](CN1CCOCC1)[C@H](O)c1ccccc1,2,-3,-4,0.1,-4,3,114,9,3
CCOC(=O)c1c(-c2ccc(C)o2)csc1NC(=O)CN1CCOCC1,0,0,-2,0.7,-5,4,87,-13,0
O=C(NC1CC1)C1=NOC(CNc2ncc(C(F)(F)F)cc2Cl)C1 (stereo not drawn),5,-2,6,-1.0,-1,0,104,-2,-2
CC(=O)c1cn(-c2ccc(Cl)cc2)c(=O)n(Cc2ccc(Br)cc2)c1=O,-22,-1,-6,2.7,0,-4,90,-10,5
COc1ccc(C)cc1C(=O)CCC(=O)NCCc1ccc(S(N)(=O)=O)cc1,-17,2,9,0.6,-4,4,92,-15,4
COc1nc(N(C)S(=O)(=O)c2ccc(C)cc2)nc(C)c1Cl,5,-1,5,3.7,1,2,95,13,-2
COC(=O)[C@H](CCSC)NC(=O)NC1CCN(Cc2ccccc2)CC1,4,-5,2,0.1,-2,-1,98,-10,-3
CCN(CC)c1ccc(NC(=O)COC(=O)CSc2ccc(Br)cc2C)cc1,-3,2,-1,1.4,4,-5,110,1,0
Cc1nnc(NC(=O)/C=C/c2ccco2)s1,0,-2,1,0.2,-3,1,112,39,-2
CCOc1nc(C)cc(C)c1S(=O)(=O)c1cccc(Cl)c1,-7,-3,-24,-3.5,9,5,83,17,-8
C=CCN(CC=C)C(=S)NC(=O)Cc1cccc2ccccc12,-21,0,3,2.8,-4,-1,96,-44,23

An excerpt from further up:
Molecule,EBNA-1 inh,TPT1 inhibitor,ZTA counter,PP5 inh,PP1 counter,Fh CTSL1 inh,Yeast superoxide,JMJD2C inh,HCV core dimer
CCS(=O)(=O)N1CCN(S(=O)(=O)c2ccc3ccccc3c2)CC1,2,2,-4,2.0,-3,-1,92,-4,-4
CCOC(=O)CSC(C)C(=O)Nc1nnc(C(C)C)s1 (stereo not drawn),1,-2,15,-2.6,0,-4,94,8,-3
